Bioassay records (PubChem BioAssay)
HSF-1 act: increases HSF-1 driven luciferase reporter signal; NIH3T3-HGL HSF-1 luciferase reporter, MG132, 8 h; 100% = twice DMSO control signal; activation, % at 9 µM; 300,000 tested, 1.7% active;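 active = mean replicate activation of at least 50% with a set share of replicates each reaching 50%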;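 note: 0% = median of the neutral control wells and 100% = twice that signal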
HSP90 inh: blocks HSP90-mediated luciferase refolding in reticulocyte lysate; Rabbit reticulocyte lysate, luciferase refolding luminescence, 3 h; inhibition, % at 5.6 µM; 290,000 tested, 0.91% active;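 active = inhibition above the screen-wide mean plus 3 SD, computed separately per campaign, cut at about 16% in these data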;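 note: 0% = DMSO wells and 100% = 60 µM geldanamycin wells; inhibitors lower the luminescence because luciferase stays unfolded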
IEC-6 cytotox: kills IEC-6 intestinal cells in KLF5 counter-screen; IEC-6 cytotoxicity, luminescence viability; inhibition, % at 5 µM; 290,000 tested, 0.78% active; in the data active = inhibition above about 22%;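 note: 0% = plate median of test compound wells and 100% = cytotoxic reference compound wells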
GSK3B inh: inhibitors of human GSK3beta kinase. activity score (negative = inhibition), % at 10 µM. 300,000 tested, 0.038% active. GST-GSK3beta kinase, ADP-Glo luminescence, 60 min; active compounds read low. P49841;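 active = more than half of replicate wells score below -50%, meaning over 50% inhibition versus plate controls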;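 note: 0% = median DMSO wells and -100% = median GW8510 positive control wells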
Target sequence (P49841 whole entry, looked up): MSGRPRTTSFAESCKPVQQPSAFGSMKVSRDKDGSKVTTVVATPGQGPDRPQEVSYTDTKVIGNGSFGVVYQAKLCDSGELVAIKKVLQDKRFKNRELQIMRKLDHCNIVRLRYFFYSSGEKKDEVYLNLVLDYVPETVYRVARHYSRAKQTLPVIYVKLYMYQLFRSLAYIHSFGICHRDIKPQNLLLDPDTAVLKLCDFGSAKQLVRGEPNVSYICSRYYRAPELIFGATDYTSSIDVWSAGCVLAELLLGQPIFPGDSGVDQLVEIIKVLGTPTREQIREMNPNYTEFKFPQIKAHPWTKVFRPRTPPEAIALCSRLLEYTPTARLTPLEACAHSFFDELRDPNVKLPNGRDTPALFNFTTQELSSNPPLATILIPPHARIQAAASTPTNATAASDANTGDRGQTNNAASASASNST
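Assay system: GST-fused GSK3beta enzyme, cell-free / Medium: Tris pH 7.5 buffer with MgCl2, DTT, BSA, heparin / Also added: peptide substrate plus 25 µM ATP (final) / Compound: 10 µM single point / Timing: kinase reaction with compound 60 min at room temperature / Detection: ADP-Glo luminescence / Benchmarks: DMSO neutral wells and GW8510 at 20 µM as positive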
KLF5 inh: suppresses KLF5 promoter-driven expression; 290,000 tested, 0.23% active; inhibition, % at 5 µM; DLD-1 KLF5 promoter-luciferase reporter, luminescence;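 active = inhibition above a per-plate limit of that plate's mean compound inhibition plus 3 SD, cut at about 60% in these data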;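 note: 0% = DMSO wells and 100% = LY294002 at 200 µM; higher means less KLF5 promoter-driven luciferase light; inactives centre near -14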
PolyA inhibitor: inhibitors of polyadenylation in S. cerevisiae | S. cerevisiae SKY197-pL101 polyadenylation reporter, beta-gal luminescence; efflux-impaired pdr1/pdr3 knockout yeast; score 100 = 6 SD above DMSO | calls only at 12 µM | 300,000 tested, 0.02% active;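 active = lowest replicate activity score at least 50, where 100 means six control SD above control mean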;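 note: yeast exposed to compound for 9 h at 30 °C; higher score means more reporter readthrough which indicates perturbed polyadenylation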
HSF1 inhib: HSF1 inhibition | NIH3T3-HGL HSE-luciferase, MG132-induced, luminescence 8 h; active compounds read low | 300,000 tested, 0.77% active | activity change, negative = inhibition, % at 7.5 µM (by protocol) | AID 2098;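 active = more than half of replicate wells show activity change below -50%, luminescence cut by over half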;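 note: luciferase reports HSF-1 transcriptional activity via heat shock element; 0% = median of DMSO wells and -100% = zero luminescence signal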
aSyn UTR inh: MLPCN primary screen, SNCA 5' untranslated region | alpha-synuclein 5'UTR reporter, inhibitor activity | 300,000 tested, 0.82% active | inhibition, % (tested at 7.5 µM) | AID 1813; in the data active = inhibition above about 60%;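 note: H4 neuroglioblastoma cells stably carrying SNCA 5'UTR luciferase fusion; 0% = DMSO wells and 100% = positive control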
AI-2 QS modul: Vibrio harveyi AI-2 quorum sensing modulation | 300,000 tested, 0.4% active | activity change, % at 7.5 µM | AID 2094 | Vibrio harveyi JMH597 AI-2 luminescence/OD600 ratio, 9 h; active compounds read low; strain lacks LuxN and CqsS sensors; 0 = neutral-control median; in the data active = activity change below about -75%, passing the limit was not always enough;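 note: luminescence divided by OD600 gain over 9 h not by final OD600 alone; inactives centre near 13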
GSK3A inh: blocks human GSK-3 alpha kinase | 320,000 tested, 0.1% active | AID 2650 | inhibition, % at 10 µM | ADP-Glo luminescence, 60 min | P49840;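 in the data active = inhibition above about 50%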;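 note: GST-tagged GSK-3 alpha with peptide substrate and 25 µM ATP; 0% = DMSO neutral wells and 100% = GW8510 positive control wells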
Target sequence (P49840 whole entry, looked up): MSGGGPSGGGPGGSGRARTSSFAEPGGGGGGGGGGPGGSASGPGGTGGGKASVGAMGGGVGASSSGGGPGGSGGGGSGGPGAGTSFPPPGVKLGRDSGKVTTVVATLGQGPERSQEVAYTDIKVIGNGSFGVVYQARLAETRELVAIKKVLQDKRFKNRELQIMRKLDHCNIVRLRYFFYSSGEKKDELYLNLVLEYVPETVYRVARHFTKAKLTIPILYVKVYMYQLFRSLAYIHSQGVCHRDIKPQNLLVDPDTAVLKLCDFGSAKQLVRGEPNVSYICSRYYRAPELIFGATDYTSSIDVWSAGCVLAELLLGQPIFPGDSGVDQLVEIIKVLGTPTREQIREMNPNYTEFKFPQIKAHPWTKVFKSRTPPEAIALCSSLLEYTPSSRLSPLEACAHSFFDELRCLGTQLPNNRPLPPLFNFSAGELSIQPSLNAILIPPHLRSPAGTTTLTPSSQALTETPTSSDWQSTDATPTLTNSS
* = called active by the depositor; i = inactive; . = no result given. These rows are one share of the data; the hit share may differ from the screen's.

SMILES	HSF-1 act	HSP90 inh	IEC-6 cytotox	GSK3B inh	KLF5 inh	PolyA inhibitor	HSF1 inhib	aSyn UTR inh	AI-2 QS modul	GSK3A inh
N#CC(C#N)=Cc1cccnc1	-4	1	0	-2	-6	i	-2	-31	28	-2
N#CC1(c2ccccc2)CCN(C2CC(=O)N(c3cccc(F)c3)C2=O)CC1 (stereo unspecified)	-6	1	2	-1	-23	i	-1	-4	32	0
CN1CCN(Cc2ccc(OC(F)(F)F)cc2)CC1	-4	0	1	3	-34	i	-4	19	-4	0
Cc1ccc(C(C)C)c(OCC(=O)N2CCN(Cc3nc4cc([N+](=O)[O-])ccc4n3C)CC2)c1	8	9	-1	-1	-9	i	-1	41	15	-4
c1ccc2nc(OCCN3CC3)ccc2c1	8	1	-1	2	-2	i	1	-26	31	0
CCN(CC)c1ccc(/C=C2\C(=O)NC(=O)N(Cc3ccco3)C2=O)cc1	13	2	-2	2	-16	i	13	-12	16	-3
CCOP(=O)(OCC)C(O)c1ccc(N(C)C)cc1 (stereo unspecified)	-10	0	-12	-2	-24	i	-9	17	27	4
CCOP(=S)(OCC)N1CCOCCOCCN(P(=S)(OCC)OCC)CCOCCOCC1	6	0	4	1	-35	i	4	14	29	-1
O=C1CN=C(c2ccccc2)c2cc(Br)ccc2N1	7	2	8	-9	-3	i	1	17	1	26
O=C(CCCc1ccccc1)NCCc1cnc[nH]1	4	-2	6	0	-16	i	14	-1	5	-1
CCOC(=O)C1(CCOc2ccccc2)CCN(C(C)CSC)CC1 (stereo unspecified)	0	-4	-2	0	-36	i	-6	-5	15	-2
CCOC(=O)c1[nH]c2ccc(OC)cc2c1C(SCC(=O)O)c1ccc(C(F)(F)F)cc1 (stereo unspecified)	10	2	-2	-5	-18	i	-2	2	-29	-6
Cc1cccc(C)c1OP(N)(=O)OCC(F)(F)F (stereo unspecified)	-9	2	-8	2	-7	i	-10	9	16	-1
CN1CCC2(CC1)NC(=O)C1=C(CN(C)CC1)N2	-6	3	2	-3	-21	i	0	13	26	0
CCCCn1c(O)c(C(CC)=NCc2ccc(F)cc2)c(=O)[nH]c1=O	38	2	5	1	-7	i	13	39	15	4
Clc1cc(Cl)cc(NC2=NCCS2)c1	-7	2	1	3	-19	i	3	2	7	-6
Cc1ccccc1-n1c(C)nc2sccc2c1=O	-10	4	2	-3	19	i	5	-12	36	-5
CCOC(=O)c1cncn1[C@H](C)c1ccccc1	-16	0	3	4	4	i	2	11	17	-8
CC1CCN(CC#CCOc2ccc(Cl)cc2)CC1	11	-2	-2	3	-15	i	6	-4	3	.
O=C1NC(=O)C2(Cc3ccccc3N3CCCC32)C(=O)N1c1ccc(Cl)cc1 (stereo unspecified)	.	0	0	-2	9	.	.	-23	35	1
O=C(Nc1ccccc1)c1c(O)c2c(n(Cc3ccco3)c1=O)CCCC2	-1	3	-1	0	7	i	10	-11	9	2
O=c1[nH]c(=S)n(C2CC2)c(O)c1C=Nc1cccc(C(F)(F)F)c1	24	0	-8	0	-5	i	22	-3	18	-4
CN(C)CCSC1c2ccccc2CSc2ccccc21 (stereo unspecified)	0	.	.	-4	.	i	-4	-1	53	1
c1ccc(CC(NCc2ccco2)c2ccccc2)cc1 (stereo unspecified)	12	2	6	0	-20	i	7	-14	3	4
CCOc1cc(CN2CCN(C(=O)Cc3ccccc3)CC2)ccc1OC	2	-2	2	1	-3	i	10	-11	19	-2
O=c1c2ccccc2nc(-c2ccoc2)n1-c1ccccc1	-1	2	0	-2	-28	i	-1	17	10	-1
O=C1c2cccc3cccc(c23)C(=O)N1/N=C/c1c(O)n(-c2ccccc2)c(=O)[nH]c1=O	18	-4	0	0	1	i	2	-2	20	-7
CC(C)C(C)(NC(=O)c1cccn(Cc2ccc3c(c2)OC(F)(F)O3)c1=O)C(N)=O (stereo unspecified)	-14	6	4	1	-9	i	1	18	14	-2
COc1ccc2[nH]cc(C3=CCNCC3)c2c1	-25	.	.	-2	.	i	-9	-25	20	2
CN1CCN(c2nc(N)cc(=O)[nH]2)CC1	25	-2	-1	-3	-31	i	-7	12	20	2
COc1ccccc1Oc1c(C)oc2cc(OC(=O)N(C)C)ccc2c1=O	26	0	-4	0	5	i	-3	5	11	-3
CN(C)C1(c2nnnn2-c2ccc(Cl)cc2)CCCCC1	14	-1	0	1	0	i	-3	-8	20	0
O=C(CN1C(=O)COc2ccccc21)N1CCC2(CC1)OCCO2	-32	-3	4	2	-30	i	-17	27	8	-1
CCOP(=O)(C(NC(=O)c1ccccc1Cl)=C(Cl)Cl)c1ccccc1 (stereo unspecified)	90*	8	8	2	2	i	31	-53	-3	-2
CC(C)OC(=O)c1c(N)n(CC2CCCO2)c2nc3ccccc3nc12 (stereo unspecified)	6	16*	2	0	-6	i	2	8	40	3
O=c1[nH]c(=O)n(-c2cccc(Cl)c2)c(O)c1C=NCCN1CCCCC1	-6	2	0	-2	-35	i	-5	4	8	-3
Cn1c(O)c(C=NCCN2CCN(C(=O)c3ccccc3)CC2)c(=O)n(C)c1=O	5	-2	2	2	-1	i	1	12	8	-3
NP(=O)(OCCCc1ccccc1)c1ccccc1 (stereo unspecified)	-12	-1	0	3	-31	i	-3	-16	3	-6
COC(=O)C1=C(c2cccc(OC)c2OC)C[C@@H]2CC[C@H]1N2C(=O)NC1CC1	-2	.	.	2	.	i	2	-10	24	-1
c1ccc2[nH]c(CCNC3CCCCC3)nc2c1	-45	-2	-6	3	-11	i	-29	-14	14	0
CCOc1ccc2nc(N=Nc3c(O)[nH]c(=O)[nH]c3=O)sc2c1	20	0	-2	-3	-17	i	2	11	18	-3
Cc1oc(-c2ccc(Cl)cc2)nc1CS(=O)CC(=O)N1CCC2(CC1)OCCO2 (stereo unspecified)	-24	-4	-2	2	-40	i	-7	20	18	-2
O=C1NC2NC(=O)N([N+](=O)[O-])C2N1 (stereo unspecified)	20	2	-8	3	-11	i	7	-5	8	-2
CCc1cc(=O)oc2cc(C)cc(OCC(=O)N3CCC(C(=O)O)(c4ccccc4)CC3)c12	2	-4	-3	5	3	i	0	6	19	4
CNC(=O)O/N=C(\C)Cc1nnn(-c2cc(C)on2)n1	4	1	-1	-1	4	i	-1	2	0	0
CN1CC(C(=O)c2ccc(Cl)cc2)C(c2ccccc2)C1 (stereo unspecified)	2	0	-7	-2	5	i	0	-1	15	1
C#CC[N+]1(C)C2CCC1CC(O)C2 (stereo unspecified)	6	-1	0	3	-12	i	-1	2	21	-2
CC1CCC(C(C)C)C(OP(N)(=O)c2ccccc2)C1 (stereo unspecified)	-4	3	6	-3	-5	i	2	12	15	-1
C=CCn1c(O)c(C(C)=NCc2ccc3c(c2)OCO3)c(=O)[nH]c1=O	5	3	11	0	9	i	10	20	28	-3
O=C1C2CCN(CC2)C12CC2c1ccc(C(F)(F)F)cc1 (stereo unspecified)	14	1	0	-20	-31	i	5	15	4	0

Sorted by length of the SMILES (ascending): part of the list above
SMILES	HSF-1 act	HSP90 inh	IEC-6 cytotox	GSK3B inh	KLF5 inh	PolyA inhibitor	HSF1 inhib	aSyn UTR inh	AI-2 QS modul	GSK3A inh
O=C1NC2NC(=O)N([N+](=O)[O-])C2N1 (stereo unspecified)	20	2	-8	3	-11	i	7	-5	8	-2
CC1CCC(C(C)C)C(OP(N)(=O)c2ccccc2)C1 (stereo unspecified)	-4	3	6	-3	-5	i	2	12	15	-1
O=C1C2CCN(CC2)C12CC2c1ccc(C(F)(F)F)cc1 (stereo unspecified)	14	1	0	-20	-31	i	5	15	4	0
C=CCn1c(O)c(C(C)=NCc2ccc3c(c2)OCO3)c(=O)[nH]c1=O	5	3	11	0	9	i	10	20	28	-3
Cc1oc(-c2ccc(Cl)cc2)nc1CS(=O)CC(=O)N1CCC2(CC1)OCCO2 (stereo unspecified)	-24	-4	-2	2	-40	i	-7	20	18	-2

Next section:
SMILES	HSF-1 act	HSP90 inh	IEC-6 cytotox	GSK3B inh	KLF5 inh	PolyA inhibitor	HSF1 inhib	aSyn UTR inh	AI-2 QS modul	GSK3A inh
CC1CCN(CC(=O)c2ccc3c(c2)OCCO3)CC1	20	7	1	3	-68	i	-2	-77	26	-1
CSc1ccccc1C(=O)C1CCCN(Cc2ccccn2)C1 (stereo unspecified)	-6	-1	-1	2	-11	i	-1	18	6	-1
N=C1c2ccccc2CN1NC(=O)c1ccc(Br)o1	-3	-2	-5	-2	-27	i	-3	-3	16	-2
O=C1NC(=O)N(Cc2ccccc2)C(=O)/C1=C/N1CCCc2ccccc21	29	-1	-8	2	-10	i	4	5	8	2
CN(C)c1ccc(/C=C2\CC3C4CC=C5CC(O)CCC5(C)C4CCC3(C)C2=O)cc1 (stereo unspecified)	-2	2	-6	0	-11	i	-3	9	6	-3
Oc1cc2c(cc1CN1CCN(c3ccccc3F)CC1)OCO2	-2	0	-2	0	-17	i	7	4	30	-1
CC(Cc1ccsc1)NCc1cn[nH]c1-c1ccc(F)cc1F (stereo unspecified)	6	-2	-5	-18	-9	i	-1	-12	10	27
O=C(c1cn(Cc2ccccc2)c2ccccc12)C1CC1	-2	0	-6	6	-23	i	2	11	21	2

Just HSF1 inhib and GSK3B inh, for some of the entries so far:
| compound | HSF1 inhib | GSK3B inh |
| --- | --- | --- |
| Oc1cc2c(cc1CN1CCN(c3ccccc3F)CC1)OCO2 | 7 | 0 |
| O=C(c1cn(Cc2ccccc2)c2ccccc12)C1CC1 | 2 | 6 |
| CC(Cc1ccsc1)NCc1cn[nH]c1-c1ccc(F)cc1F (stereo unspecified) | -1 | -18 |
| O=C1NC(=O)N(Cc2ccccc2)C(=O)/C1=C/N1CCCc2ccccc21 | 4 | 2 |
| N=C1c2ccccc2CN1NC(=O)c1ccc(Br)o1 | -3 | -2 |
| CC1CCN(CC(=O)c2ccc3c(c2)OCCO3)CC1 | -2 | 3 |
| CN(C)c1ccc(/C=C2\CC3C4CC=C5CC(O)CCC5(C)C4CCC3(C)C2=O)cc1 (stereo unspecified) | -3 | 0 |
